Screening results from PubChem.
human PMI inhibitors – human PMI inhibitors, high substrate, primary screen, biochemical, fluorescence intensity, high mannose 6-phosphate (AID 1220); inhibition, % at 20 µM, or IC50 in µM where a hit was titrated; 0.66% of 190,000 active; recombinant PMI enzyme, coupled fluorescence intensity; higher % means a stronger effect; Mannose-6-phosphate isomerase (Homo sapiens)
Autophagy HCS – autophagy modulators in MEF cells, primary screen, imaging, high-content, MEF GFP-LC3 | MEF GFP-LC3 puncta imaging; test concentration mostly 10 µM | calls only at 10 µM (by protocol) | AID 463193, 2010 | 0.98% of 190,000 active;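 active means percentage of spot-positive cells more than 3 SD above its plate mean, without a fluorescence outlier flag or 80% toxicity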;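 further: spot-positive cell cutoff set from DMSO-treated cells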
T cell modulator – modulators of CD8 T cell-vesicle binding, primary screen, mouse 2C CD8+ T cells, flow cytometry; 2C CD8+ T cell-vesicle binding; stronger effect = lower value; calls only at 7 µM; 0.068% of 330,000 active;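 active means response, share of CD8 T cells binding vesicles, and their 90th percentile fluorescence all below set limits, cut at about 80% in these data, passing the limit was not always enough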
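Material: 2C TCR transgenic mouse naive CD8+ T cells, MACS-purified. Also added: QL9-charged Drosophila Ld/ICAM-1/B7-1 vesicles. Timing: binding 1.5 h at 37 °C. Measured by: high-throughput flow cytometry with anti-B7-1 and anti-CD8 staining. Read-out: percent CD8+ FL2 mean versus row control. Controls: Unloaded micro-vesicles (low), QL9 vesicles with 0.7% DMSO (high).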
bCat nuc transl – modulators of beta-catenin nuclear translocation, primary screen, imaging, HeLa cells, immunofluorescence, high-content | nuclear translocation activity, % at 5 µM | 0.3% of 190,000 active | AID 1665, 2009;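 active means nuclear translocation activity above 50% at 5 µM, with a well cell count of 50 or more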;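 further: per-cell ratio of nuclear to cytoplasmic median beta-catenin stain intensity; plate controls were DMSO negative control for no effect and GSK-3 inhibitor IX positive control for full effect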
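Test system: human HeLa cells, endogenous beta-catenin. Times: 24 h compound exposure, 37°C. Measured by: beta-catenin immunofluorescence imaging with DAPI.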
MT stabilizer – microtubule stabilizers in HeLa cells, primary screen, imaging, high-content imaging. % tubulin-high responders, % at 10 µM. HeLa tubulin immunostaining HCS, 24 h; share of cells brighter than vehicle mean+2SD. 0.83% of 200,000 active. AID 2205, 2009;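 active means plate Z-score above 3 for both tubulin-high and condensed-nucleus cell shares, with cell loss under 80%, at 10 µM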;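 further: anti alpha tubulin signal scored within the nucleus-defined area of each cell; some results filed as inactive read as strong as hits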
Insulin prom up – insulin promoter activators in MIN6 cells, imaging, high-content screening, mouse beta cells; MIN6 insulin promoter-GFP reporter; stronger effect = higher value; z-score at 5 µM; 0.3% of 190,000 active; AID 1625, 2009;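 active means z-score above 3 at 5 µM with at least 500 cells counted in the well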
TNAP activation fold – human TNAP enzyme activators, primary screen, biochemical, luminescent, no phosphate acceptor, uHTS (AID 1001) | Alkaline phosphatase, tissue-nonspecific isozyme (Homo sapiens) | purified TNAP, luminescent activation assay, no phosphate acceptor; higher activation fold means a stronger effect | activation fold at 20 µM; hits with a dose series show EC50 in µM | 0.03% of 200,000 active; in the data active means activation fold from about 3, or a potency from the dose series; inactive means the rest, 99 in 100 with activation fold below about 1.6; further: many of its hits are not listed in these tables
PMI inhibitors – inhibitors of human PMI, primary screen, biochemical, fluorescence intensity, coupled assay (AID 1209); Mannose-6-phosphate isomerase (Homo sapiens); purified PMI enzyme, coupled fluorescence intensity; higher % means a stronger effect; one-dose inhibition, % at 20 µM; IC50 in µM for titrated hits; 0.42% of 190,000 active;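 further: plate controls were DMSO vehicle for no effect and wells lacking substrate for full effect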
Lipid droplet – inhibitors of hepatocyte lipid droplet formation, primary screen, imaging, high-throughput imaging, BODIPY stain | AML12 mouse hepatocytes, oleate lipid droplets | inhibition, % at 6.5 µM | 0.4% of 240,000 active | AID 1656, 2009;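 active means lipid droplet intensity inhibited by at least 50%, with more than 500 cells counted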
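Assay system: AML12 mouse liver cells | Compound: 6.5 µM single-point dosing | Schedule: Overnight exposure | Technique: Fluorescence imaging, 20x objective, two fields per well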
Insulin prom up cell count – recorded beside Insulin prom up, whose call it bears; cell count; measured here: cytotoxicity, nuclei count;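 total cells summed across four imaged fields per well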
Lipid droplet cells 6.5 µM – further read-out of Lipid droplet, marked with its call; cell count; measured here: cell count, cytotoxicity flag;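 cells counted across two imaged fields per well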
bCat nuc transl cell count 5 µM – also measured in bCat nuc transl; calls as there; cell count; measured here: cell count, cytotoxicity flag
T cell modulator vesicle-bound % – further read-out of T cell modulator, marked with its call; double positive events, %; measured here: CD8+ vesicle-bound cell fraction;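 binding gate set so that unloaded-vesicle control wells show 10% double positive cells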
MT stabilizer Hoechst-high % – recorded beside MT stabilizer, whose call it bears; % Hoechst-high responders; measured here: nuclear condensation Hoechst responders;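 share of cells brighter than vehicle mean plus two SD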
MT stabilizer cytotoxicity % – further read-out of MT stabilizer, marked with its call; toxicity, %; measured here: cytotoxicity by cell density;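 0% = mean cell density of plate MIN control wells and 100% = no cells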
Autophagy HCS cell loss 18 h – also measured in Autophagy HCS; calls as there; toxicity, %; measured here: cell loss, nuclei count;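 cell loss after 18 h compound exposure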
* marks the source's active call; other numbers are inactive results; i = inactive; . = not tested or not shown. Unless noted, no stated cut-off is given here; in the data, active means inhibition above about 50%; inactive means the rest.

Compound	human PMI inhibitors	Autophagy HCS	Autophagy HCS cell loss 18 h	T cell modulator	T cell modulator vesicle-bound %	bCat nuc transl	bCat nuc transl cell count 5 µM	MT stabilizer	MT stabilizer Hoechst-high %	MT stabilizer cytotoxicity %	Insulin prom up	Insulin prom up cell count	TNAP activation fold	PMI inhibitors	Lipid droplet	Lipid droplet cells 6.5 µM
O=C(N[C@@H](Cc1ccccc1)C(=O)OCc1ccccc1)c1nc[nH]c1C(=O)N1CCc2ccccc2C1	.	.	.	i	33	-0.8	1091	.	.	.	0.75	718	.	.	-5	737
COc1ccccc1CN1CCN(Cc2nc(-c3ccccc3)no2)CC1	-7%	i	-7	i	9	1.5	1074	1.5	0.8	3.7	0.18	1333	1.1	-4%	-2	678
O=C(O)CCC(=O)NNC(=O)c1cccc(Br)c1	3%	i	6	i	47	0.1	1084	2.2	2.3	7.4	0.3	1360	1.1	9%	4	686
CC(=O)Nc1ccc(S(=O)(=O)NCc2ccc(C(=O)NC(C)c3ccccc3)cc2)cc1 (stereo not given)	4%	i	1	i	59	-1.5	1133	3.3	2.4	5.8	-0.04	800	1.1	4%	-1	743
COCCNC(=O)C(=O)N/N=C(\C)CC(=O)Nc1cccnc1	10%	i	-6	i	21	1.3	1039	1.9	2.0	7.4	0.06	1414	1.2	-1%	3	685
COC(=O)c1sccc1Oc1ccc(Cl)cc1N1C(=O)CCC1=O	.	.	.	i	50	-0.2	1334	.	.	.	-0.65	1150	.	.	-8	718
COc1ccc(-n2ncc3c(SCC(=O)N4CCN(c5ccccc5OC)CC4)ncnc32)cc1	15%	i	5	i	19	-1.5	1103	1.4	1.6	7.9	-0.56	729	1	11%	-1	715
COc1ccc(CC(=O)OCc2nnc(-c3ccccc3)o2)cc1	8%	i	6	i	27	-1.1	1078	1.6	1.2	0.9	-0.1	1471	1.2	2%	3	708
CCCS(=O)(=O)N1CCN(C(=O)COc2ccccc2)CC1	1%	i	-4	i	46	.	.	1.5	1.4	7.9	0.03	1027	1	1%	3	781
O=C(NCc1ccco1)C(c1ccco1)N(CCc1ccccc1)C(=O)Cn1nnc2ccccc21 (stereo not given)	0%	i	4	i	20	1.1	1179	5.3	3.3	7.0	0.13	1151	1.1	9%	.	.
CSc1nc(C)cc(-n2ccc(=O)[nH]c2=O)n1	-5%	i	-4	i	9	-1.1	1081	1.5	1.2	2.8	.	.	1.1	-7%	.	.
O=C(c1ccccc1)N1CCN(S(=O)(=O)c2ccccc2)CC1	.	.	.	i	48	1.0	1292	.	.	.	-1.2	1079	.	.	14	726

Three of the compounds above, with values under each structure.
Every second line gives: human PMI inhibitors	Autophagy HCS	Autophagy HCS cell loss 18 h	T cell modulator	T cell modulator vesicle-bound %	bCat nuc transl	bCat nuc transl cell count 5 µM	MT stabilizer	MT stabilizer Hoechst-high %	MT stabilizer cytotoxicity %	Insulin prom up	Insulin prom up cell count	TNAP activation fold	PMI inhibitors	Lipid droplet	Lipid droplet cells 6.5 µM
COc1ccc(CC(=O)OCc2nnc(-c3ccccc3)o2)cc1
→ 8%	i	6	i	27	-1.1	1078	1.6	1.2	0.9	-0.1	1471	1.2	2%	3	708
CCCS(=O)(=O)N1CCN(C(=O)COc2ccccc2)CC1
→ 1%	i	-4	i	46	.	.	1.5	1.4	7.9	0.03	1027	1	1%	3	781
O=C(NCc1ccco1)C(c1ccco1)N(CCc1ccccc1)C(=O)Cn1nnc2ccccc21 (stereo not given)
→ 0%	i	4	i	20	1.1	1179	5.3	3.3	7.0	0.13	1151	1.1	9%	.	.

The listing continues.
Compound	human PMI inhibitors	Autophagy HCS	Autophagy HCS cell loss 18 h	T cell modulator	T cell modulator vesicle-bound %	bCat nuc transl	bCat nuc transl cell count 5 µM	MT stabilizer	MT stabilizer Hoechst-high %	MT stabilizer cytotoxicity %	Insulin prom up	Insulin prom up cell count	TNAP activation fold	PMI inhibitors	Lipid droplet	Lipid droplet cells 6.5 µM
Cc1cc2oc(=O)cc(CN3CCN(Cc4ccc5c(c4)OCO5)CC3)c2cc1C	6%	i	1	i	44	-0.6	1243	2.7	2.0	8.6	0.17	1255	1.1	1%	-4	732
CC(C(=O)Nc1cccc([N+](=O)[O-])c1)N1CCN(C/C=C/c2ccccc2)CC1 (stereo not given)	12%	i	3	i	4	3.0	1071	2.4	2.3	6.7	1.1	1452	1	11%	-6	618
Cc1c(-c2ccccc2)oc2nc3c(c(=O)n(C)c(=O)n3C)n12	1%	.	.	.	.	-3.2	794	.	.	.	-0.21	1228	1	0%	.	.
CCCn1c(=S)[nH]c2cc(Cl)ccc21	.	.	.	i	4	0.1	1283	.	.	.	-0.14	1039	.	.	-21	647
Cc1ccc(Cc2nc(-c3cccc(C)c3)no2)cc1	11%	i	1	i	30	.	.	2.1	1.8	10	-0.16	1314	1.1	11%	6	731
Cc1cccc(NC(=O)C2Cc3ccccc3CN2C(=O)OCc2ccccc2)c1C (stereo not given)	11%	i	3	i	39	.	.	2.2	2.1	0.9	-0.38	1260	1.4	19%	-17	644
COc1ccc(-c2nnn(CC#N)n2)cc1OC	-3%	i	0	i	30	-1.6	1151	0.6	0.8	3.6	-0.76	992	1.1	-4%	-1	758
N#CC(=NCc1cccnc1)C1=C(O)c2ccccc2C1=O	.	.	.	i	23	0.4	1265	.	.	.	0.84	1302	.	.	1	673
O=C(NNC(=O)C12CC3CC(CC(C3)C1)C2)c1cnccn1	3%	i	10	i	35	.	.	4.0	5.1	1.7	-0.04	1229	1.9	19%	-4	559
Cc1onc(-c2ccccc2)c1C(=O)Nc1sc2c(c1C#N)CCC(C)C2 (stereo not given)	12%	i	26	i	63	0.5	1335	27*	5.9*	69*	-0.31	1552	1.1	18%	.	.
CNc1cc(N2CCCC2)ccc1[N+](=O)[O-]	39%	i	23	i	48	-3.1	1011	2.8	2.8	1.7	0.35	1617	0.9	19%	3	628
O=C1CNC(=S)N1CCc1ccc(O)c(O)c1	.	.	.	i	36	1.0	1321	.	.	.	1.2	836	.	.	17	694
Clc1ccc(-c2cc(-c3nnc4n3CCCCC4)c3ccccc3n2)cc1	-9%	i	14	i	31	-2.7	1110	2.9	1.5	6.6	-0.4	1409	1.1	8%	-11	629
Cc1cc(C(=O)COC(=O)c2ccc[nH]c2=O)c(C)n1-c1ccc(F)cc1	-2%	i	7	i	42	-1.5	981	1.5	1.8	2.2	-0.2	1327	1.1	9%	-18	412
Oc1ccc(-c2csc(-c3ccccc3)n2)cc1O	30%	i	14	i	28	28	499	12	24	36	-0.9	1339	0.6	63%*	.	.
COc1ccccc1C(=O)Nc1ccc(C(=O)/C=C/c2cccs2)cc1	9%	i	-14	i	28	-0.3	1132	1.6	2.9	5.9	-0.21	1187	0.9	19%	3	672
Cc1onc(-c2c(F)cccc2Cl)c1C(=O)c1ccccc1	.	.	.	i	38	0.1	1126	.	.	.	0.11	1391	.	.	4	639
O=C(NC(=S)NCCC1=CCCCC1)c1cccnc1	8%	i	-6	i	54	-0.4	991	2.0	3.2	7.3	-1.4	1408	1	11%	2	709
O=S(=O)(c1cnccc1N1CCN(/N=C/c2ccccc2)CC1)N1CCCCC1	14%	i	0	i	42	-1.9	1396	2.2	1.8	2.4	0.18	1422	1.1	18%	.	.
CCC(C)Oc1nc2ccccc2nc1NS(=O)(=O)c1ccccc1 (stereo not given)	-11%	i	1	i	31	-16	1107	1.6	1.2	9.0	.	.	1.1	-8%	9	794
Cc1ccc(/C=N/NC(=O)CN(Cc2ccccc2)S(=O)(=O)c2ccc3c(c2)OCCO3)cc1	6%	i	-2	i	58	.	.	1.8	2.0	12	-0.22	1242	1.2	16%	-2	537
COc1cc(OC)c2c(C)c(Cl)c(=O)oc2c1	0%	i	5	i	32	-1.0	866	5.0	1.8	6.5	0.68	1107	1.1	3%	.	.
COC(=O)c1ccccc1NC(=O)/C=N/O	-1%	i	-15	i	41	-1.7	1157	2.5	1.9	3.1	-0.56	988	1.1	3%	-20	764
COc1ccc(C2NC(=O)c3ccccc3N2)cc1OC (stereo not given)	-12%	i	0	i	64	.	.	2.4	1.6	5.6	-0.57	829	1.1	-6%	14	771
Fc1ccccc1Cc1ccc(Cl)nn1	12%	i	11	i	47	1.0	1483	1.6	1.6	7.5	.	.	1.1	2%	13	726
